Sm TGR block: qHTS Assay for the Inhibitors of Schistosoma Mansoni Peroxiredoxins; Schistosoma mansoni thioredoxin glutathione reductase (TGR), Q962Y6; purified TGR, DTNB reduction, TNB absorbance 405 nm; Potency, µM (titrated, usually from 114 µM), for the others: at the highest dose activity change, negative = inhibition, usual class: inhibitors; 360,000 tested, 3% active; AID 485364, 2010; note: potency is the fitted concentration of half-maximal effect; nearly all actives have a fitted effect of over 60% in size
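Kinetic colorimetric format: TGR-catalysed, NADPH-driven DTNB reduction monitored via TNB absorbance. Enzyme dispensed at 20 nM; compound exposure 15 min at room temperature before reaction start.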
AMA1-RON2 inh: qHTS for Inhibitors of AMA1-RON; Towards Development of Antimalarial Drug Lead: Primary Screen; Plasmodium falciparum AMA1 (3D7) - RON2 peptide interaction; AlphaScreen AMA1-biotinylated RON2 peptide binding; 360,000 tested, 0.2% active; Potency, µM (doses to about 58.2 µM), for inactives: at the highest dose activity change, negative = inhibition, most hits filed as inhibitors; AID 720542, 2013;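 note: potency is the fitted concentration of half-maximal effect; 0% = vehicle wells and -100% = peptide control; nearly all actives have a fitted effect of over 45% in size; some results filed as inactive show a strong effect at the top dose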
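AMA1 (3D7) with his tag at 25 nM final met compounds first, then biotinylated RON2 peptide at 25 nM; detection used donor plus acceptor beads, 10 µg/mL apiece, read by AlphaScreen after 30 min at room temperature.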
Giardia FBPA inh: qHTS Assay for Inhibitors of Fructose-1,6-bisphosphate Aldolase from Giardia Lamblia | A8B2U2 | purified Giardia FBPA | Potency, µM (highest dose often 59.6 µM), for inactives: at the top dose activity, negative = inhibition, usual class: inhibitors | 290,000 tested, 0.71% active; note: potency is the fitted concentration of half-maximal effect; nearly all actives have a fitted effect of over 55% in size
Target sequence (A8B2U2 whole entry, looked up): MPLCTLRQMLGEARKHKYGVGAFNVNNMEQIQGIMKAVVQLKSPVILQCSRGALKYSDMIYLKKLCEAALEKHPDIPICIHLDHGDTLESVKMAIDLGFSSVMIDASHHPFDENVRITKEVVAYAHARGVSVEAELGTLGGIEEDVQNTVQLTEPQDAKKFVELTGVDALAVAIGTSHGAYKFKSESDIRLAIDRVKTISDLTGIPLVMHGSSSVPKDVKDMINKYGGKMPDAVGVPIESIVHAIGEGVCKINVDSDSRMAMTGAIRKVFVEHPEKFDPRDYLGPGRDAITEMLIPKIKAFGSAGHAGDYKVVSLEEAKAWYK
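40 nM FBPA preincubated 10 min at RT with compound (up to 57.5 uM final), then substrate plus GAPDH/TPI/NAD/arsenate coupling and diaphorase/resazurin added. Fluorescence read after 20 min at RT, 525/598 nm.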
HCV inh: qHTS Assay for Inhibitors of Hepatitis C Virus (HCV) | Huh7.5.1 HCVcc-Cre infection, luciferase reporter, 44 h | Potency, µM (series often up to 41.8 µM), inactives show top-dose activity change, negative = inhibition, most hits filed as inhibitors | 340,000 tested, 3.4% active | AID 651820, 2012; note: potency is the fitted concentration of half-maximal effect
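Infectious HCV cell culture screen: compound-treated cells (1,000/well, pre-plated 4 h) are infected with HCVcc-Cre at roughly 0.5 moi and grown 44 h. Infection is quantified by luciferase signal after 15 min substrate incubation at room temperature.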
HCMV antiviral: qHTS Assay for inhibitors of the human cytomegalovirus (HCMV); 410,000 tested, 4.5% active; HFF cells, HCMV-luciferase reporter, 72 h; active compounds read low; activity change, negative = inhibition, % at 57.5 µM; in the data active = activity change below about -60%; inconclusive = no clear call, values can overlap the other calls; inactive = above about -39%
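Two-dose cell screen: HFF monolayers treated with compounds and infected with luciferase-expressing HCMV at 1 PFU/cell, 72 h at 37C, then lysed for luciferase measurement.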
AmpC inh detg: qHTS Inhibitors of AmpC Beta-Lactamase (assay with detergent) | AID 485294, 2010 | 370,000 tested, 0.041% active | P00811 | Potency, µM (highest dose often 114 µM), for the others: top-dose activity change, negative = inhibition, usual class: inhibitors | AmpC hydrolysis of nitrocefin, absorbance 480 nm, 0.01% Triton;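 note: potency is the fitted concentration of half-maximal effect; 0% = no-compound wells and -100% = no-enzyme wells; nearly all actives have a fitted effect of over 25% in size; some results filed as inactive show a strong effect at the top dose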
Target sequence (P00811 whole entry, looked up): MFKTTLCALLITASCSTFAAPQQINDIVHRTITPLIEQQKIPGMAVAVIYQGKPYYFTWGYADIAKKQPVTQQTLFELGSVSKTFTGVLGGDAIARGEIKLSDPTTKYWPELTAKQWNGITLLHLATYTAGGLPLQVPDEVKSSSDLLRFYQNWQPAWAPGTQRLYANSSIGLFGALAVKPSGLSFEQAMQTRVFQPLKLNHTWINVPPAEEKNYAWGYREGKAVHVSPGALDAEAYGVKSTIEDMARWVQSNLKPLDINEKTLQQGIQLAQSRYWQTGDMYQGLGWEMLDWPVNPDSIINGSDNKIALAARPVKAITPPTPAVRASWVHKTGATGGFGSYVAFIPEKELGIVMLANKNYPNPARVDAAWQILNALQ
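20 mM phosphate pH 7.0 + 0.01% (detergent screen) or 0.0001% Triton X-100; 5.3 nM AmpC reagent; cpd preinc 15 min RT; nitrocefin (800 uM stock) to start; A480 q20 s × 4 min; Activity was normalised to no-enzyme and no-compound control wells.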
Starred values were filed as active, the others as inactive; u = inconclusive; x = no result given; & = joins results of further samples; [ ] = dose if it differs, or a comment. Unless noted, calls come from the whole dose curve; as a rule, active = well fitted curve in the direction sought with a large enough effect; inconclusive = small, poorly fitted or top-dose-only effect, or another doubt; inactive = no such curve, though single readings can be large; an effect the other way counts as inactive or inconclusive. Unless noted, % is set by controls: 0 for no effect and ±100 for the full control effect.

SMILES | Sm TGR block | AMA1-RON2 inh | Giardia FBPA inh | HCV inh | HCMV antiviral | AmpC inh detg
CCc1ccc(-n2c(=O)c3ccccc3n(Cc3ccccc3C#N)c2=O)cc1 | -5.3% | x | x | x | 30.5 | -3.0%
O=C(COC(=O)C1CC2CCCC(C1)C2=O)NNC(=O)c1ccccc1F (configuration not stated) | -1.4% | 49.3%[activator] | x | 21.6% | 6.6 | 0.0%
CCN1C(=O)c2ccccc2Sc2ccc(C(=O)NCCN3CCOCC3)cc21 | -17.3% | -5.1% | 1.9% | 14.5% | -19.5 | u
CSc1ccc2[nH]c(=O)cc(C)c2c1 | 6.6% | -1.3% | -6.0% | 7.0% | 104.5 | -15.0%
CCCCn1c(N)c(N(CC)C(=O)c2cc(S(=O)(=O)N3CCCCCC3)ccc2OC)c(=O)[nH]c1=O | -4.6% | 11.7% | x | 7.0% | -11.3 | -16.6%
COc1cccc(NC(=O)Cn2c(=O)n(Cc3ccccc3)c(=O)c3c4c(sc32)CN(C(C)=O)CC4)c1 | 4.8% | x | x | x | 11.0 | 22.5%
Cc1ccccc1OCC(=O)Nc1ccc(NC(=O)c2ccco2)cc1 | x | 0.8% | -0.4% | u | -79.7* | -8.0%
Cc1ccc(N(Cc2cc3ccc(C)cc3[nH]c2=O)S(=O)(=O)c2ccccc2)cc1 | -3.3% | -3.3% | 5.6% | -7.6% | u | -0.4%
C[C@H](NC(=O)c1ccco1)C(=O)NNC(=O)c1ccc(F)cc1 | x | 1.4% | x | 14.6% | -5.1 | x
Cc1cccc(NC(=O)CN(C)S(=O)(=O)c2ccc3c(c2)CCC(=O)N3)c1C | -0.7% | x | x | x | 2.0 | -5.1%
COc1cccc(OCc2nn[nH]n2)c1 | -14.4% | 12.9% | u | 7.6% | 4.4 | -8.4%
CC(=O)N/N=C(\C)CC(=O)Nc1ccc2c(c1)OCCO2 | x | 15.1% | -3.3% | 25.9% | -13.3 | -8.7%
O=C(Cn1cnc2ccccc2c1=O)Nc1ccc2c(c1)CCC2 | 2.2% | -9.0% | 0.2% | 4.7% | 38.4 | -2.8%
Cc1ccc(-c2csc(NC(CO)c3nc4ccccc4n3CCOCCO)n2)cc1 (configuration not stated) | x | 66.9%[activator] | x | -56.0% | 15.0 | x
Cc1occc1-c1nnc(SCC(=O)Nc2ccccc2N2CCCCC2)n1C | 0.0% | 16.4% | -0.2% | u | u | -9.5%
COc1cc(/C=N/NC(=O)c2cc(C3CC3)[nH]n2)ccc1O | -3.3% | -0.9% | 1.6% | -3.5% | -30.4 | 0.5%
COc1ccc(S(=O)(=O)N2CCCCC2)cc1NS(=O)(=O)c1ccc(CNC(C)=O)cc1 | x | -9.0% | x | 9.5% | 35.4 | x
Cc1ccc(S(=O)(=O)Nc2c(C)ccc3nsnc23)cc1 | -1.3% | -8.5% | -27.6% | -23.7% | -8.4 | -8.2%
COc1ccccc1Nc1nc(N)nc(CSc2nccc(C)n2)n1 | -8.0% | 8.5% | -1.9% | 7.6% | 8.4 | u
CCc1nc(SCc2ccc(F)cc2)n[nH]1 | x | 0.0% | -17.1% | 8.1% | -6.9 | -0.1%
CC1CCCCN1S(=O)(=O)CCNC(=O)c1ccccc1 (configuration not stated) | 4.2% | 10.8% | x | 4.2%[8.37 µM] | -5.6 | u
O=C(NNC(=O)C1CCC1)c1ccc(Br)cc1 | 0.0% | 103.3%[activator] | x | 10.2% | -34.6 | u
CC[C@]12c3[nH]c4cc(CCC(=O)N(C)C)ccc4c3CCN1C(=O)[C@@H](CC(=O)NCCc1ccccn1)C[C@@H]2C(=O)N1CCN(C(=O)C2CC2)CC1 | x | 91.9%[activator] | x | -2.7% | 18.0 | x
CN(C)/C=C(\C#N)C(=O)N/N=C/c1ccc(Cl)cc1 | 4.1% | -13.3% | -25.6% | 2.7% | -9.3 | 8.9%
Cc1c(/N=C(\[O-])Nc2ccc(Br)cc2)sn[n+]1C | 1.3% | 1.9% | 3.5% | u | u | 10.0%
S=c1[nH]nc(-c2ccc3ccccc3n2)n1-c1ccc2ncccc2c1 | -8.3% | 6.3% | 1.5% | 5.2% | 26.7 | -11.8%
CCOC(=O)c1ccc(NC(=O)c2cc(S(=O)(=O)N3CCOCC3)ccc2O)cc1 | -3.2% | -7.2% | u | -22.1% | -25.5 | -8.1%
O=C(Nc1ccccc1Cl)c1cccc(COc2cc(Cl)ccc2Cl)c1 | 3.6% | 5.0% | 1.8% | 9.8% | 61.5 | 0.1%
CCCCn1nc(NC(=O)c2cccc(Cl)c2)c2cc3cccc(C)c3nc21 | -0.1% | x | x | x | -37.1 | 11.0%
O=S(=O)(c1cc(Cl)ccc1Cl)N1CCN(c2ccccn2)CC1 | -0.2% | -8.9% | x | 24.5% | -2.5 | -0.1%
CCN1CCN(Cc2cc(=O)oc3ccc(Cl)cc23)CC1 | -3.4% | 18.1% | -5.5% | -27.4% | 45.5 | u
O=C(O)c1cc(-c2cc(C(=O)O)c3ccccc3n2)ccc1O | x | 19.9% | x | 11.5% | 0.8 | x
CCN(C(=O)COC(=O)c1ccc(COc2ccc3c(C)cc(=O)oc3c2)cc1)C1CCS(=O)(=O)C1 (configuration not stated) | -1.4% | -1.9% | -9.0% | -0.8% | -15.7 | -3.0%
COC(=O)CN1C(=O)[C@@H]2[C@H](C1=O)[C@@H]1CC(C(=O)OC)=C[C@@H](C(=O)OC)[C@@H]3C1=C(C(=O)[C@]3(C)NC(=O)c1ccccc1)[C@@H]2C | x | 9.5% | x | 13.4% | 6.9 | x
CCC(C)(C)NS(=O)(=O)c1cc(-c2cc(C)no2)ccc1C | -2.7% | x | x | x | 0.0 | 3.0%
Cc1ccc(NC(=O)CN(C)C(=O)COc2c(Cl)cc(Cl)c3ccc(C)nc23)cc1 | -10.5% | -3.8% | 0.7% | -11.6% | -37.2 | -1.8%
CCOC(=O)c1cc(NC(=O)CN2CCCC2)cc(C(=O)OCC)c1 | 1.2% | 10.2% | 2.3% | -17.6% | -35.9 | -13.8%
C=CC(=O)NN(C)c1ncc(C(F)(F)F)cc1Cl | x | 7.4% | 2.6% | -6.5% | u | 0.4%
O=C(CSc1cccc[n+]1[O-])Nc1cc(S(=O)(=O)N2CCOCC2)ccc1Cl | 1.3% | 2.5% | 0.8% | -1.0% | -1.0 | -8.4%
CC(C)CCNC(=O)C1CCC(CNc2c(N3CCC(C)CC3)c(=O)c2=O)CC1 (configuration not stated) | 4.6% | 5.6% | 3.7% | 23.4% | 0.0 | 4.2%
CC(C)c1nnc(NC(=O)CCC(=O)NCc2ccc3c(c2)OCO3)s1 | 5.5% | 4.1% | 6.4% | 14.9% | -2.4 | u
Clc1ccc(COC(Cn2ccnc2)c2ccc(Cl)cc2Cl)cc1 (configuration not stated) | 3.8% | -0.7% | -15.9%&1.9% | u | -23.0 | -7.1%
CCCCC12CN3CC(C)(CN(C1)C3c1ccc(OCc3ccccc3)cc1)C2=O (configuration not stated) | 1.4% | x | x | x | 6.5 | -1.0%
CCn1nc(C)c(NC(=O)CCSc2nc(-c3ccco3)cc(C(F)(F)F)n2)c1C | -7.9% | -3.6% | x | u | -38.5 | -6.6%
CCC(=O)Nc1nnc(SCC(=O)Nc2ccc3c(c2)OCO3)s1 | 2.7% | -0.1% | x | x | -20.5 | -7.4%
CCn1c(CNC(=O)c2ccco2)nnc1SCC(=O)Nc1cccc(F)c1 | x | -3.9% | -3.1% | -21.5% | -23.4 | 2.5%
COc1ccc(-n2c(=O)c3ccccc3n(CC(=O)Nc3ccccc3OC)c2=O)cc1 | 9.0%&5.1% | 10.5% | 0.8% | 2.7% | u | 1.7%&15.5%
COc1ccc(C2=NN(C(=O)CCC(=O)O)C(c3ccc(OC)cc3)C2)cc1 (configuration not stated) | 7.8% | -7.0% | 10.8% | 13.9% | 38.0 | u

An excerpt of these results, with each value named.
> Clc1ccc(COC(Cn2ccnc2)c2ccc(Cl)cc2Cl)cc1 (configuration not stated)
  Sm TGR block: 3.8%
  AMA1-RON2 inh: -0.7%
  Giardia FBPA inh: -15.9%&1.9%
  HCV inh: u
  HCMV antiviral: -23.0
  AmpC inh detg: -7.1%

> CCCCC12CN3CC(C)(CN(C1)C3c1ccc(OCc3ccccc3)cc1)C2=O (configuration not stated)
  Sm TGR block: 1.4%
  AMA1-RON2 inh: x
  Giardia FBPA inh: x
  HCV inh: x
  HCMV antiviral: 6.5
  AmpC inh detg: -1.0%

> CCn1nc(C)c(NC(=O)CCSc2nc(-c3ccco3)cc(C(F)(F)F)n2)c1C
  Sm TGR block: -7.9%
  AMA1-RON2 inh: -3.6%
  Giardia FBPA inh: x
  HCV inh: u
  HCMV antiviral: -38.5
  AmpC inh detg: -6.6%

Other entries.
SMILES | Sm TGR block | AMA1-RON2 inh | Giardia FBPA inh | HCV inh | HCMV antiviral | AmpC inh detg
N#C/C(=C/c1ccc(O)c(O)c1)C(=O)NCc1ccc(Cl)cc1 | -26.4% | -3.3% | u | -10.4% | 20.8 | -5.0%
COc1ccc(-c2noc(CSc3nc4ccccc4c(=O)n3-c3ccccc3)n2)cc1OC | 3.9% | -5.8% | 2.0% | 18.1%&-28.0% | -30.4 | -13.4%
COCCN1Cc2cccc(C(=O)NCCCN3CCCC3=O)c2C1=O | 21.3% | 7.8% | 6.9% | 6.4% | 4.4 | 1.3%
Cc1cc2[nH]c(=O)c3ccccc3n2n1 | -3.3% | 3.2% | 5.3% | 20.5% | 25.0 | -2.0%
COC(=O)c1ccc(NC(=O)COC(=O)CSc2nc(C)cc(C)n2)cc1 | 7.2% | 7.4% | -0.2% | 5.8% | 21.2 | 2.7%
CCc1nnc(NC(=O)CSCc2cc(=O)n3cc(C)sc3n2)s1 | -10.0% | -6.7% | x | 19.1% | 13.0 | 1.2%
CN(C(=O)CSc1nc2cc(Cl)ccc2c(=O)n1Cc1ccco1)C1CCS(=O)(=O)C1 (configuration not stated) | -12.6% | -5.6% | 8.5% | -8.4% | -13.8 | 0.9%
CC(C)=CCc1c(O)ccc(C2COc3c(CC=C(C)C)c(O)cc(O)c3C2=O)c1O (configuration not stated) | x | 2.3% | x | u | 18.2 | x
C#CCOCCOCCOCCNc1nc(N2CCN(C(=O)CCCCCCCCCCNC(=O)Cn3cc(CCCCCN)nn3)CC2)nc(N2CCN(C(=O)CCCCCCCCCCNC(=O)Cn3cc(C[C@@H](C)O)nn3)CC2)n1 | -33.2% | u | x | u | x | 0.3%
CC1CCCN(C(=O)C2c3ccccc3C(=O)N3CCc4ccccc4C23)C1 (configuration not stated) | -4.6% | 31.9%[activator] | -0.7% | 8.3% | -7.4 | 0.9%
CN(C(=O)COc1ccc(-c2nnco2)cc1)C1CCS(=O)(=O)C1 (configuration not stated) | 3.0% | -16.7% | x | 26.2% | -8.6 | u
